# Screens: PubChem BioAssay, National Center for Advancing Translational Sciences (NCATS)
# ERG Ets-DNA blk: inhibitors of human ERG Ets domain-DNA interaction | P11308 | fluorescence polarization, His-ERG Ets domain / labelled DNA | Potency, µM (doses to about 76.9 µM), for inactives: top-dose FP activity, negative = inhibition, usual class: inhibitors | 0.028% of 370,000 active; active = well fitted inhibition curve with a large enough effect in the polarisation, with a control signal flat; inconclusive = small, poorly fitted or top-dose-only effect, or effect the other way, or a change in a side signal; inactive = no such curve, though single readings can be large or run the other way; the % refers to the polarisation;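 note: polarization taken with two DNA probes labelled with fluorescein and Texas red; potency is the fitted concentration of half-maximal effect; % of control where 0% means no effect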
# Target sequence (P11308 whole entry, looked up, the tested form may be a part): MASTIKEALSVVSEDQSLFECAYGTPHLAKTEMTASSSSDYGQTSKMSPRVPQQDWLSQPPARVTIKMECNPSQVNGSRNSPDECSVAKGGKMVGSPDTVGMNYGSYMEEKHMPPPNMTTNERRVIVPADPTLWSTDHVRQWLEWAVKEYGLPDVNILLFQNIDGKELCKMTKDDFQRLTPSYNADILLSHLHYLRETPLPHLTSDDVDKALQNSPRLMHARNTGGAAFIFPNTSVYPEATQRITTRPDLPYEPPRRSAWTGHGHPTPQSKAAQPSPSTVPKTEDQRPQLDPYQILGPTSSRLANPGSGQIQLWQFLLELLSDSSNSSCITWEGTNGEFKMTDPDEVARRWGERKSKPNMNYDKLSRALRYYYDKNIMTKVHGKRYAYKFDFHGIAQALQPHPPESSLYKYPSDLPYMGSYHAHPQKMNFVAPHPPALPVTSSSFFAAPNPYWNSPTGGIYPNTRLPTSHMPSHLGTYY
#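 His-tagged ERG Ets domain (1 uM in the protein solution; 300mM KCl, 50mM Tris-HCl, 1mM EDTA, 1mM DTT, pH 7.5) received compound, then a probe mix of 5 nM fluorescein-DNA and 100nM Texas-615-DNA. Fluorescence polarization was read for both dyes.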
# JMJD2A Tudor inh: inhibitors of human JMJD2A Tudor domain. O75164. AID 504339. Potency, µM (highest dose often 114 µM), inactives show top-dose activity change, negative = inhibition, hits mostly inhibitors. 4.4% of 390,000 active. AlphaScreen JMJD2A-Tudor / H3K4me3 peptide binding; note: potency is the fitted concentration of half-maximal effect; % is set by controls: 0 for no effect and ±100 for the full control effect; nearly all actives have a fitted effect of over 50% in size
# Tb PGK inh: inhibitors of T. brucei phosphoglycerate kinase; P07378; Potency, µM (doses to about 57.5 µM), without a hit: top-dose activity change, negative = inhibition, most hits filed as inhibitors; PGK/GAPDH coupled, Kinase-Glo luminescence, 60 min; 0.043% of 380,000 active; note: potency is the fitted concentration of half-maximal effect; % is set by controls: 0 for no effect and ±100 for the full control effect; nearly all actives have a fitted effect of over 60% in size
#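 Recombinant glycosomal PGK reaction used 1,3-bisphosphoglycerate generated in-well by GAPDH (100nM final) in 100mM TEA pH 7.6, 5mM MgCl2, 0.01% Tween-20. After 60 minutes at room temperature, ATP was read by Kinase-Glo Plus luminescence end-point.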
# G9a block: G9a (human) methyltransferase inhibition | G9a H3K9 monomethylation, AlphaScreen, 2 h | 8.8% of 350,000 active | Q96KQ7 | AID 504332 | Potency, µM (titrated, usually from 102 µM), without a hit: at the top dose activity, negative = inhibition, actives largely listed as inhibitors; note: potency is the fitted concentration of half-maximal effect; % is set by controls: 0 for no effect and ±100 for the full control effect; nearly all actives have a fitted effect of over 75% in size
#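 Step 1: enzyme (final 20 nM) with compound, 15 min RT. Step 2: substrate peptide 500 nM and SAM 20 uM, 2 h RT. Step 3: anti-H3K9me1 antibody and AlphaScreen beads, 10 min, then plate read.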
# BAZ2B block: BAZ2B (human) inhibition | AID 504333 | Potency, µM (titrated, usually from 114 µM), without a hit: top-dose activity change, negative = inhibition, actives largely listed as inhibitors | AlphaScreen BAZ2B-H3K14Ac peptide displacement | 4.4% of 360,000 active | Q9UIF8; note: potency is the fitted concentration of half-maximal effect; % is set by controls: 0 for no effect and ±100 for the full control effect; nearly all actives have a fitted effect of over 60% in size
#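 Protein-peptide AlphaScreen: BAZ2B 50 nM, b-H3K14Ac 50 nM, 1x PBS pH 7.4 + 0.01% Tween-20. Preincubation 30 min RT; cpd 30 min RT (top 110 uM); beads 20 min RT, light-protected.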
# Pin1 inh: inhibitors of human Pin1 | Q13526 | Pin1 FP peptide displacement, HiFluor488, 10 min | Potency, µM (titrated, usually from 115 µM), for inactives: at the highest dose activity, negative = inhibition, actives largely listed as inhibitors | 0.009% of 390,000 active | AID 504891; active = well fitted inhibition curve with a large enough effect in the polarisation, with a control signal flat, not every such curve was filed as active; inconclusive = small, poorly fitted or top-dose-only effect, or effect the other way, or a change in a side signal; inactive = no such curve, though single readings can be large or run the other way; the % refers to the polarisation; note: potency is the fitted concentration of half-maximal effect; % is set by controls: 0 for no effect and ±100 for the full control effect
# Target sequence (Q13526 whole entry, looked up): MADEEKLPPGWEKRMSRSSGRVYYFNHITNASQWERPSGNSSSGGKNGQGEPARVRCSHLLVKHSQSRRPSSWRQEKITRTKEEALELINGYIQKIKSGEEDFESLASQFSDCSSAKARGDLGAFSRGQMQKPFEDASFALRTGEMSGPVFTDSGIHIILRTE
# GLS inhibitor: blocks human kidney-isoform glutaminase activity | O94925 | GLS enzymatic activity, qHTS titration | Potency, µM (series often up to 45.5 µM), without a hit: top-dose activity change, negative = inhibition, hits mostly inhibitors | 0.21% of 410,000 active; note: potency is the fitted concentration of half-maximal effect; % is set by controls: 0 for no effect and ±100 for the full control effect
#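 Coupled fluorescence readout: glutamate oxidase/HRP/Amplex Red detect glutamate formed by hKGA from L-glutamine (1 mM solution added). Buffer 45 mM KH2PO4 pH 8.2, 0.02% Tween-20; reads at t0 and 30 min RT.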
# HP1b binding inh: HP1-beta chromodomain-methylated histone interaction inhibition. AlphaScreen HP1-beta / biotin-H3K9me3 peptide binding. Potency, µM (titrated, usually from 114 µM), without a hit: at the top dose activity change, negative = inhibition, most hits filed as inhibitors. 0.56% of 390,000 active. AID 540317; note: potency is the fitted concentration of half-maximal effect; nearly all actives have a fitted effect of over 70% in size; inactives centre near 23
#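 HP1-beta protein (50 nM final) preincubated 30 min at room temperature with biotinylated H3(1-18)K9me3 peptide (50 nM) in PBS pH 7.4, 0.01% Tween-20, then compound added for 30 min. AlphaScreen streptavidin donor/nickel chelate acceptor beads (10 ug/mL final), 30 min dark, luminescence read.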
# PI4K2A block: inhibitors of human PI4K2A. Q9BTU6. purified PI4K2A, ADP-Glo luminescence, 1 h; active compounds read low. activity change, negative = inhibition, % at 76.9 µM. 0.13% of 420,000 active. AID 1346378; in the data active = activity change below about -50%; inconclusive = mostly about -30% to -49%;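 note: -100% = wells without enzyme as full effect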
# Target sequence (Q9BTU6 whole entry, looked up): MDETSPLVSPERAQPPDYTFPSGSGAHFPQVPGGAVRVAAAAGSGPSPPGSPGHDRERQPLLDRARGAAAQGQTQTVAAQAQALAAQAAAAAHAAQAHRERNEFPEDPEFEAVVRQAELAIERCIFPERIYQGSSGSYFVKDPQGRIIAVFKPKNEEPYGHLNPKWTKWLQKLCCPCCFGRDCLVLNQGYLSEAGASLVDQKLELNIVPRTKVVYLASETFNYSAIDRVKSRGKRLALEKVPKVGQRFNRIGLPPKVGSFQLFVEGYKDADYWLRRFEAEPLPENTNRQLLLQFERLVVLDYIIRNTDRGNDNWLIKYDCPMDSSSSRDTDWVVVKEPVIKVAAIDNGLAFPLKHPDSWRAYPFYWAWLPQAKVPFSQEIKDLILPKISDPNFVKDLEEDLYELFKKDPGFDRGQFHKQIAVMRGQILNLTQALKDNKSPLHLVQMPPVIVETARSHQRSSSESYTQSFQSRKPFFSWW
#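 PI4K2A activity was measured by ADP-Glo luminescence: enzyme (4 ug/mL stock) and phosphatidylinositol (1.2 mM stock) in Tris pH 7.5/MgCl2/EGTA/Triton X-100 buffer were reacted with ATP (300 microM stock) for one hour at ambient temperature.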
# * = called active by the depositor; i = inactive; ? = inconclusive; / = no result given; [ ] = remark or other dose. Unless noted, calls come from the whole dose curve; as a rule, active = well fitted curve in the direction sought with a large enough effect; inconclusive = small, poorly fitted or top-dose-only effect, or another doubt; inactive = no such curve, though single readings can be large; an effect the other way counts as inactive or inconclusive.
SMILES,ERG Ets-DNA blk,JMJD2A Tudor inh,Tb PGK inh,G9a block,BAZ2B block,Pin1 inh,GLS inhibitor,HP1b binding inh,PI4K2A block
c1ccc2c(c1)CCN(c1nc3ccccc3n3cnnc13)C2,2%,?,-8%,50µM*,-2%,-2%,-3%,6%,-8
CCOC(=O)c1cc(S(=O)(=O)N2CCOCC2)cn1C,-9%,-10%,i,/,-2%,-6%,-3%,52%[activator],-4
Cc1cc(NC(=O)C(C)SCC(=O)OCC(=O)N(C)c2ccccc2)no1 (stereo unspecified),-22%,0%,-8%,7%[0.501 µM],1%,12%,-22%,19%,-1
CC(C)NS(=O)(=O)c1ccc(CCC(=O)Nc2cc(Cl)ccc2Oc2ccccc2)cc1,12%,-8%,i,1%[59 µM],-9%,24%,-11%,25%,5
CC(C)(C)C(=O)Nc1ccc(N2CCN(S(C)(=O)=O)CC2)cc1,2%,-2%,-2%,15%[59 µM],-8%,-6%,18%,19%,-1
O=C(c1cc(-c2ccc(Cl)cc2)on1)N1CCCC1,16%,-5%,i,24%[59 µM],0%,-2%,7%,1%,0
Cc1cc2nn(-c3ccc(F)cc3)nc2cc1N,7%,-25%,-11%,1µM*,-28%,-6%,3%,8%,-6
COc1ccc(OCCNC2CCCC2)cc1,-7%,79µM*,-7%,10µM*,?,-1%,-9%,15%,2
O=C(CCCCCNC(=O)N1CCn2c1nc1ccccc12)NCc1ccc(Cl)cc1,-2%,-20%,9%,13%,-4%,?,-1%,1%,-2
CCOC(=O)C1CCCN(Cc2cn(C)nc2-c2ccc3c(c2)OCCO3)C1 (stereo unspecified),-4%,-8%,0%,0%,0%,-1%,5%,29%,-3
O=C(/C=C/Nc1cccc([N+](=O)[O-])c1)c1cccs1,-6%,5%,-6%,40µM*,-36%,-5%,/,53%[activator],3
CN1c2ccccc2C(C)(C)[C@]12C=Cc1cc(O)ccc1O2,23%,56µM*,5%,?,40µM*,47%[activator],38%[activator],?,-14
COc1ccc(CC(=O)Nc2cccc3c2CCCC3)cc1,-9%,-11%,-8%,25%,-16%,-7%,5%,21%,4
Cc1cccc(N2CCN(S(=O)(=O)c3c(C(=O)N4CCC(C)CC4)c(C)n(C)c3C)CC2)c1C,-1%,?,1%,7%[12.7 µM],?,-4%,10%,-10%,-1
COc1ccccc1N(Cc1cc(=O)[nH]c2ccccc12)C(C)=O,10%,-12%,-9%,?,0%,2%,1%,0%,-3
CC(NC(=O)C(=O)N1CCCCC1)C(c1cccs1)N1CCN(c2ccc(F)cc2)CC1 (stereo unspecified),-4%,-30%,-2%,?,?,1%,11%,15%,3
O=c1[nH]cnc2scc(-c3ccc(F)cc3)c12,1%,-2%,-1%,5%[12.7 µM],1%,3%,-1%,34%,2
CCC1Oc2ccccc2N(CC(=O)NCCCN2CCN(CC)CC2)C1=O (stereo unspecified),-4%,-7%,-2%,11%,-9%,0%,-4%,28%,2
CCN(c1cccc(C)c1)S(=O)(=O)c1ccc2c(c1)N(C(C)=O)CCS2,-2%,-13%,-7%,68%,-22%,2%,3%,30%,0
CC1CCN(S(=O)(=O)N2CCC(C(=O)NCc3ccccc3Cl)CC2)CC1,3%,-17%,-9%,3%[59 µM],5%,5%,-11%,-12%,2
COCCn1cnc2c1c(=O)n(CC(=O)NC(=O)NC(C)(C)C)c(=O)n2Cc1ccccc1,14%,-23%,-11%,22%[0.501 µM],-8%,-7%,-6%,19%,-2
CCC(C)(C(=O)Nc1ccccc1C)N(C(=O)CNC(C)=O)c1ccccc1C (stereo unspecified),-10%,-3%,-7%,10%[59 µM],8%,?,-8%,31%,1
N#Cc1ccc(C(=O)OCC(=O)Nc2cccc(S(=O)(=O)NC3=NCCC3)c2)cc1,1%,-22%,-1%,/,/,-1%,-6%,49%[activator],-3
CN(Cc1cccs1)S(=O)(=O)c1cccs1,-1%,16%,-8%,-35%[0.0925 µM],0%,-1%,0%,49%,1
CCCOc1ccc(C(=O)NC(=S)NCc2cccnc2)cc1,-3%,-21%,i,45µM*,?,-2%,3%,7%,-3
SMILES,ERG Ets-DNA blk,JMJD2A Tudor inh,Tb PGK inh,G9a block,BAZ2B block,Pin1 inh,GLS inhibitor,HP1b binding inh,PI4K2A block
COC(=O)C1=C(NC(=O)CCCCl)CCS1,-1%,-22%,-5%,-20%[59 µM],-34%,25%,11%,17%,4
CCCN(CC(=O)Nc1ccccc1C)C(=O)c1cccc(-n2cnnn2)c1,-6%,-8%,4%,42%,1%,4%,4%,27%,-1
CCCOP(=O)(c1ccccc1)c1ccccc1,-4%,-2%,-2%,-11%[59 µM],5%,-11%,5%,19%,-4
COc1ccc(NC(=O)c2cnc3n(c2=O)CCS3)cc1OC,0%,-14%,-1%,11%[59 µM],-2%,0%,-3%,75%[activator],-7
Cc1sc2nc3ccc(N4CCCCC4)nn3c(=O)c2c1C,-1%,3%,2%,32µM*,8%,-1%,-4%,9%,0
Cc1ccc(-c2nc(CS(=O)(=O)CC(=O)NCCCN3CCN(C)CC3)c(C)o2)cc1,5%,-3%,0%,?,-29%,-2%,2%,24%,-5
O=C(COc1ccccc1-c1ccccc1)N/N=C/c1ccncc1,4%,-14%,-9%,7%,-25%,10%,10%,21%,-2
CCOc1ccc(C(=O)Nc2cc(-c3nc4ccccc4o3)ccc2C)cc1Cl,-2%,-23%,/,11%[59 µM],2%,30%,-1%,5%,-1
CC(C)(O)CN(C(=O)C(c1ccccc1)c1ccccc1)C1CCCCC1,-8%,-7%,-2%,/,/,-6%,-11%,41%[activator],5
Cc1cc(NS(=O)(=O)c2ccc3c(c2)OCCO3)no1,-11%,4%,-7%,-27%,-4%,-5%,-6%,35%,6
Cc1cc(C)n2nc(-c3ccccc3)c(-c3ccccc3)c2n1,0%,31%[activator],-10%,32%[activator],31%,-1%,-1%,103%[activator],-25
Cc1cc(C)nc(NC(=O)c2cccc(Br)c2)n1,4%,-11%,0%,-2%,4%,-21%,10%,31%,6
Cc1cc(-n2c(=O)c(C#N)cc3c(=O)n4cccc(C)c4nc32)no1,-3%,-4%,-13%,-5%,5%,-3%,-2%,29%,-4
CCOC(=O)n1c(SCC(N)=O)nc2ccccc21,-1%,-3%,8%,11%[0.501 µM],-5%,0%,1%,21%,14
Cc1ccc(N2C(=O)C(CC(=O)Nc3cccc(F)c3)N(C3CC3)C2=O)cc1 (stereo unspecified),-1%,-13%,7%,45µM*,-16%,-1%,1%,42%[activator],1
COc1ccc(-c2nnc(SCC(=O)NC3CCCC3)n2C)cc1,-1%,9%,-5%,?,-2%,1%,-9%,32%,-3
Cc1cc(C)c2c(c1)NC(c1cc3c(cc1Br)OCO3)C1CC=CC21 (stereo unspecified),-3%,?,-1%,-10%[59 µM],?,-1%,12%,?,2
CCCCC(c1nnnn1Cc1ccco1)N1CCN(C(=O)c2ccco2)CC1 (stereo unspecified),-7%,?,i,-31%[12.7 µM],?,?,-5%,22%,-3
CCOC(=O)CSc1cc(C)nc2ccc(OC)cc12,-3%,-12%,-7%,0%,-9%,-8%,9%,20%,5
CCC1=NN2C(=N)/C(=C\c3ccc(OCCOc4ccc(NC(C)=O)cc4)cc3)C(=O)N=C2S1,-8%,-23%,-4%,0%,-28%,11%,1%,23%,-6
COCCNC(=O)C1CC(=O)N(c2ccc(OC)cc2)C1c1ccc(OC)cc1 (stereo unspecified),0%,-10%,1%,13%[59 µM],-14%,-4%,5%,46%[activator],3
Cc1c(NC(=O)/C(C#N)=C\c2cccs2)c(=O)n(-c2ccccc2)n1C,/,-2%,-8%,12%[59 µM],1%,0%,0%,43%[activator],-1
Cc1sc2nc(CSc3nnc(Cc4cccs4)n3C3CCCCC3)[nH]c(=O)c2c1C,19%,-21%,4%,45µM*,12%,?,10%,37%[activator],1
CN(Cc1ccccc1)C(=O)CCC1CCN(C(=O)c2ccccc2C(F)(F)F)CC1,-8%,-2%,-8%,/,-9%,0%,3%,33%,-1
Cc1ccc(S(=O)(=O)CCc2nnc(NC(=O)COc3cccc(C)c3)s2)cc1,/,-18%,-3%[11.5 µM],-7%,-1%,-3%,1%,30%,-1
COc1ccc(CCNC(=O)CCCCn2c(=O)c3ccccc3n(CC(=O)Nc3ccccc3C)c2=O)cc1OC,9%,-5%,-8%,3%[59 µM],1%,15%,7%,38%[activator],-3
COc1cc(C(Nc2ccc(S(=O)(=O)NCC3CCCO3)cc2)C(=O)NC(C)(C)C)cc(OC)c1OC (stereo unspecified),0%,-5%,8%,-1%,-19%,6%,-4%,4%,0
O=C(Cn1cccc1)N1CCN(C(c2ccccc2)c2ccccc2)CC1,3%,?,-5%,-2%[12.7 µM],?,3%,-1%,-10%,-7
O=C(CSc1ccccc1)Nc1nnc(C2CC2)s1,-6%,-13%,8%,/,-7%,1%,0%,27%,0

# 2 neighbouring entries out of the list so far, quoted:
SMILES,ERG Ets-DNA blk,JMJD2A Tudor inh,Tb PGK inh,G9a block,BAZ2B block,Pin1 inh,GLS inhibitor,HP1b binding inh,PI4K2A block
COCCNC(=O)C1CC(=O)N(c2ccc(OC)cc2)C1c1ccc(OC)cc1 (stereo unspecified),0%,-10%,1%,13%[59 µM],-14%,-4%,5%,46%[activator],3
Cc1c(NC(=O)/C(C#N)=C\c2cccs2)c(=O)n(-c2ccccc2)n1C,/,-2%,-8%,12%[59 µM],1%,0%,0%,43%[activator],-1

# Compounds were not picked by outcome; overall some 11% were active at least once.
